# LANA DNA inh: inhibitors of KSHV C-LANA binding to DNA, primary screen, biochemical, fluorescence polarization, FAM-LBS DNA, MBP-C-LANA, single point | 340,000 compounds, 0.078% hits | Kaposi's sarcoma herpesvirus LANA C-terminal domain (residues 932-1162) DNA binding | inhibition, % at 9 µM;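 active means highest replicate inhibition at or above 60% at 9 µM, even if other replicates fall short; inactive means all replicates below 60% inhibition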;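 further: 0% = neutral control wells and 100% = 4 µM acridine orange control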
# RTF Ca sens act: cardiac RTF calcium sensitivity activators, primary screen, biochemical, IANBD-TnC fluorescence, EC20 calcium; IANBD-labeled TnC RTF fluorescence at EC20 calcium; 0% EC20 calcium, 100% full calcium; activation, % at 7.2 µM; 340,000 compounds, 0.24% hits;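 active means activation above the mean over all tested compounds plus 3 SD, cut at about 30% in these data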;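 further: rise in fluorescence read as greater calcium sensitivity of cardiac thin filaments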
# Cardiac RTF inh: cardiac RTF calcium sensitivity inhibitors, primary screen, biochemical, IANBD-TnC fluorescence, EC70 calcium. Troponin I, cardiac muscle (Homo sapiens) + Troponin T, cardiac muscle (Homo sapiens) + …. IANBD-labeled cardiac RTF, Ca2+ fluorescence. inhibition, % at 7.15 µM. 340,000 compounds, 0.12% hits. AID 493244, 2011;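 active means inhibition above the mean inhibition of all tested compounds plus 3 SD, cut at about 17% in these data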;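 further: assay run at fixed EC70 calcium of 1.6 mM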
# dFosB activator: activators of delta FosB homodimer, primary screen, biochemical, fluorescence polarization, TAMRA-CDK5 oligo, single point; Protein FosB (Mus musculus), P13346; 340,000 compounds, 0.99% hits; purified delta FosB; percent of positive-control signal above neutral wells; activation, % at 25 µM; AID 493131, 2011;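 active means mean activation above about 17%, with every replicate also reaching it, limit read from the data, passing the limit was not always enough; inconclusive means only one of the two conditions met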;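 further: fluorescence polarization rise as delta FosB binds a TAMRA Cdk5 AP-1 oligo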
# Target sequence (P13346 whole entry, looked up): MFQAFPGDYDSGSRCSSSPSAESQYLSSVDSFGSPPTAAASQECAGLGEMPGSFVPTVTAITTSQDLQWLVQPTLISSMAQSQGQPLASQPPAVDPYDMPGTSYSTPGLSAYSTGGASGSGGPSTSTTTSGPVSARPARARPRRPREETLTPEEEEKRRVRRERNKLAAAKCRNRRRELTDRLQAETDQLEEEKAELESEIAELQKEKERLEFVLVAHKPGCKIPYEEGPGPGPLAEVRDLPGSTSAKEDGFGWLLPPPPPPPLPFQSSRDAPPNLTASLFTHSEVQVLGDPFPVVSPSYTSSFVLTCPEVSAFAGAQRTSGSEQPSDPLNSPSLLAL
# Rtt109 Vps75: inhibitors of C. albicans Rtt109/Vps75 HAT, primary screen, biochemical, ThioGlo CoA-SH fluorescence, plate reader; inhibition, % at 34.9 µM; 330,000 compounds, 0.16% hits; purified Rtt109/Vps75, 4 h;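 active means inhibition of at least 50% in every replicate; inconclusive means best replicate reaches 50% inhibition but some replicates fall short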
# NSD2 inh: NSD2 histone methyltransferase inhibitors, primary screen, biochemical, AlphaScreen, single concentration, set 2 | inhibition, % at 12.5 µM | NSD2 peptide methylation, 120 min | 310,000 compounds, 0.54% hits; in the data active means inhibition above about 50%
# PfHsp90 yeast 2: growth inhibition of PfHsp90-expressing yeast, primary screen, antimalarial PfHsp90 inhibitor project, S. cerevisiae, BacTiter-Glo luminescence, single point, set 2 | 310,000 compounds, 0.32% hits | AID 504621, 2011 | BacTiter-Glo ATP, 48 h; yeast lacking PDR1 and PDR3 efflux regulators | inhibition, % at 9.4 µM;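 active means every replicate shows inhibition above about 80%, whatever the replicate mean, limit read from the data; inconclusive means mean inhibition reaches the set limit but some replicate falls short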;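 further: 0% = DMSO neutral controls and 100% = 20 µM radicicol positive controls; yeast relying on Plasmodium falciparum Hsp90 in place of its own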
# CDK5 p35 inh: inhibitors of human CDK5/p35 kinase, primary screen, biochemical, single concentration | inhibition, % at 10 µM | AID 488839, 2010 | Recombinant CDK5/p35, ADP-Glo luminescence, 60 min | 330,000 compounds, 0.01% hits;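 active means highest replicate inhibition of at least 50% and at least 75% of replicates reaching 50%; inconclusive means only one of the two criteria met; inactive means both criteria failed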;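 further: plate controls were DMSO neutral control for no effect and GW8510 at 10 µM for full effect; many of its hits are not listed in these tables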
# SUMO Mot1 rescue: yeast Mot1-301 growth rescue at high temperature, primary screen, SUMOylation pathway inhibitor project, S. cerevisiae, ATP luminescence, 38.5C; S. cerevisiae Mot1-301 growth rescue; percent above DMSO median, 100 means doubled; growth rescue, % at 18.8 µM; 320,000 compounds, 1% hits; AID 2716, 2010;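 active means every valid replicate shows activation above 250% relative to neutral control wells; inactive means the rest, any valid replicate at or below 250%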;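 further: OY570 slx delta 5 strain wells were the positive control but not used for scaling; some compounds called inactive have numbers as strong as hits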
# Keap1-Nrf2 PPI: Keap1-Nrf2 protein-protein interaction inhibitors, primary screen, biochemical, fluorescence polarization, single point; Keap1 Kelch-Nrf2 peptide fluorescence polarization, 1536-well; inhibition, % at 9.4 µM; 340,000 compounds, 0.15% hits; AID 504523, 2011; in the data active means inhibition above about 12%; inconclusive means no clear call, values can overlap the other calls; inactive means below about 7.3%;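 further: human Keap1 Kelch domain with fluorescein labeled Nrf2 9mer peptide probe; 0% = neutral control wells and 100% = peptide positive control; higher means more block of Keap1 binding to Nrf2 peptide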
# Target sequence (Q14145 whole entry, looked up, the tested form may be a part): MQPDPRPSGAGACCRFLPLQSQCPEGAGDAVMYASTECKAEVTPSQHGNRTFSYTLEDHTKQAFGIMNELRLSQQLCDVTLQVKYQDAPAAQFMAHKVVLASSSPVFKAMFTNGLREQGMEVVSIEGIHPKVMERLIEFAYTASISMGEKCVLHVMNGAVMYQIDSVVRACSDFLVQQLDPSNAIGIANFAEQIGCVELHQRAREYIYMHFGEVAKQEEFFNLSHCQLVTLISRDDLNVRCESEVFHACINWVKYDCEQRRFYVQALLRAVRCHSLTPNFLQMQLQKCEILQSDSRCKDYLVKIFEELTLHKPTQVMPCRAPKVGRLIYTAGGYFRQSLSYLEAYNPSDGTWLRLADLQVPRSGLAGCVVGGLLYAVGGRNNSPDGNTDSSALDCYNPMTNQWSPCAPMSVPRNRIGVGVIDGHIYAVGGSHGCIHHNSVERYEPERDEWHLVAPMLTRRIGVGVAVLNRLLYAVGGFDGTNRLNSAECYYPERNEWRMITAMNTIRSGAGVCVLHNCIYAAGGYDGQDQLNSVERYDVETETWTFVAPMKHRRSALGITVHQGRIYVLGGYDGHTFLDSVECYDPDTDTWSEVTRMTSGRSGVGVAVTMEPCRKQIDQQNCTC
# PvdQ acylase: P. aeruginosa PvdQ acylase inhibitors, primary screen, biochemical, fluorescence, plate reader and imaging, single point; purified PvdQ acylase; inhibition, % at 10 µM; 340,000 compounds, 0.063% hits; in the data active means inhibition above about 30%, passing the limit was not always enough; inconclusive means no clear call, values can overlap the other calls;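 further: 0% = vehicle neutral wells and 100% = reference inhibitor wells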
# An asterisk follows results filed as active; ? = inconclusive; · = no result given.
SMILES,LANA DNA inh,RTF Ca sens act,Cardiac RTF inh,dFosB activator,Rtt109 Vps75,NSD2 inh,PfHsp90 yeast 2,CDK5 p35 inh,SUMO Mot1 rescue,Keap1-Nrf2 PPI,PvdQ acylase
CCN(CCn1cccn1)C(=O)CCc1nnc(C2(c3ccc(Cl)cc3)CCC2)o1,1.9,-2,3,-3,-2,0,2,-6.4,-16,-5,-7
CC(C)[C@H](NC(=O)c1ccco1)C(=O)OCC(=O)c1ccc2c(c1)NC(=O)CO2,1.4,-6,-8,0,·,3,10,1.6,6,-6,-16
O=C(O)C1Nc2c(O)cccc2C2C=CCC12 (centres undefined),13,-31,34*,-11,-4,26,12,2.2,-18,2,-9
Cc1cc(C(F)(F)F)n(-c2nc(C(=O)NNS(=O)(=O)c3ccccc3)cs2)n1,3.6,0,13,-1,-8,0,-15,0.8,-2,4,-5
CCOC(=O)C(Cc1ccc(OC)c([N+](=O)[O-])c1)NC(=O)CCC(=O)Nc1ccc(OC)cc1 (centres undefined),-2.3,·,·,-10,17,-5,7,1.3,0,-5,15
Cc1c(C(=O)NCc2ccco2)sc2nc(-c3ccccc3)cn12,2.1,4,-4,-12,6,·,2,0.3,2,0,2
Cc1[nH]c2ccccc2c1C(=O)COC(=O)Cn1c(C(F)(F)F)nc2ccccc21,-2.2,1,4,-13,0,1,5,-0.9,-1,-3,8
O=C(Nc1nc2ccccc2s1)c1ccc(N2CCCCC2)c([N+](=O)[O-])c1,-1.8,-1,-10,9,0,3,-2,-0.3,19,0,0
O=C(COC(=O)C1=COCCO1)Nc1ccccc1,-1.2,2,-2,4,-1,-1,12,-0.1,-4,0,-2
Cc1c(CCOC(=O)CC23CC4CC(CC(C)(C4)C2)C3)sc[n+]1CC(=O)c1ccccc1,-0.2,0,-15,6,26,2,7,2.0,-10,-1,-6
Cc1nc2c(=O)[nH]c(=S)[nH]c2[nH]c1=O,103*,-13,2,-11,-3,84*,-48,-0.4,·,?,-10
COc1ccc(NC(=O)CSc2nc(C3CC3)nc3ccccc23)cc1,0.5,-7,0,?,-10,-8,-78,2.5,5,-5,-12
CCCCCCNC1=NCCS1,0.2,3,-6,5,1,-2,-1,1.9,720*,-6,2
O=C1CCc2cc(NS(=O)(=O)c3ccc(F)cc3)cc3c2N1CC3,-0.1,4,-5,-9,1,-3,·,0.5,52,6,6
COCCNC(=O)CN(C(=O)CCC(=O)Nc1ccccn1)c1ccc(C)cc1C,1.5,-1,-1,0,0,0,-1,0.2,-2,4,-2
CCOC(=O)C1CCCN(S(=O)(=O)c2ccc(Br)c(OC)c2)C1 (centres undefined),-1.2,-4,-5,1,19,-2,·,0.2,3,-5,-13
COCCN1C=C2C(=O)C(C)(OC(=O)CCC(=O)OC)C(=O)C(Br)=C2C=C1c1ccc(OC)cc1 (centres undefined),4.1,-1,-16,-9,3,·,5,0.4,0,-1,-13
CC(C)CN1C=C2C(=O)C(C)(OC(=O)C3CCCC3)C(=O)C=C2C=C1c1ccsc1 (centres undefined),1.1,-3,1,0,10,·,-3,-0.8,3,-4,4
CC(C)NC(=O)c1ccc(COc2ccc(C(C)(C)C)cc2)o1,-4.5,-4,-3,-2,-11,-1,0,0.5,71,2,12
Cc1ccc(CS(=O)(=O)Cc2ccc(C(=O)NC3CCCC3)o2)cc1,3.0,-5,-2,3,-11,1,-7,0.8,263,0,2
Cc1ccc(C(C)C)c(OCCCN2CCc3ccccc3C2)c1,-0.8,7,-5,-1,6,-3,1,-0.1,-9,-3,-11
COC(=O)c1ccc2c(=O)n(CCCCCC(=O)O)c(=S)[nH]c2c1,-3.4,-1,-19,-8,-2,0,-2,1.1,-15,1,0
CS(=O)(=O)NCCCc1ccccc1,0.3,-1,-10,1,1,-3,10,-1.1,4,-3,-11
Cc1ccc(S(=O)(=O)N2CCOCC2)cc1NC(=O)Cn1nc(C)c([N+](=O)[O-])c1C,·,-2,-10,6,·,-4,-3,0.7,-11,·,1
CCO[C@H]1OC(C(=O)NCc2nc3ccccc3[nH]2)=C[C@@H](c2cn(C(C)=O)c3ccccc23)[C@@H]1CCCO,13,4,6,1,1,·,-11,1.0,-2,2,0
Cc1ccc(S(=O)(=O)NC(CN2CCOCC2)=NCCNS(=O)(=O)c2ccccc2)cc1,-1.3,3,-10,-2,-6,-1,-1,0.4,-13,5,-10
C=C(C)C(=O)Nc1nnc(-c2cccs2)s1,-0.7,5,-4,-3,-2,-1,24,-0.4,65,-1,-18
O=C(NC(=S)NCc1ccccc1)c1ccc(Br)o1,1.6,4,-7,1,1,0,11,-2.7,-6,2,-16
CC(C)NC(=O)N(C)C[C@H]1Oc2ccc(NS(=O)(=O)c3cccs3)cc2C(=O)N([C@H](C)CO)C[C@@H]1C,3.2,12,3,-2,0,·,27,-1.2,-8,-5,-15
COc1ccc(CCN2C(=O)C3C4CC(C5C(C(N)=O)=NOC45)C3C2=O)cc1OC (centres undefined),2.7,-3,-5,-5,-3,39,-17,1.3,-5,2,-19
CCCOc1ccc(N2CC(C(=O)Nc3ccccc3C(=O)NCc3ccco3)CC2=O)cc1 (centres undefined),-0.9,3,-6,-4,4,2,0,0.2,0,-3,-7
CC1=C(C(=O)NC2CC(C)(C)Cc3c2cnn3-c2ccc(C)cc2)OCCO1 (centres undefined),-0.4,-3,-3,-4,5,-1,-11,-1.0,75,1,-3
Cn1c(=O)n(C)c2cc([N+](=O)[O-])c(N3CCN(CCO)CC3)cc21,-0.2,1,-7,3,1,0,11,-0.6,-12,3,-4
Cc1cccc(NC(=S)NC2CCCCCC2)c1C,-0.1,7,-10,4,5,0,18,-2.8,67,-2,-9
Nc1cc(C(=O)OCC(=O)NCc2ccco2)ccc1Cl,-2.1,1,-12,-5,-5,-3,-14,0.1,-12,-9,-12
COCc1cc(Sc2ccc(Br)cc2)nc(-c2ccccc2)n1,-2.8,1,-2,2,-6,4,-17,-0.4,-4,-8,-23
Nc1nc2nc[nH]c2c(=O)[nH]1,1.9,2,1,3,5,·,-24,-1.3,220,4,-3
COc1ccc(OCC(=O)N/N=C/c2ccncc2)cc1,-0.1,0,-6,-5,-1,2,·,0.2,117,-3,-6
O=C(O)C1SCCN1S(=O)(=O)c1ccc2ccccc2c1 (centres undefined),0.6,2,-1,-2,10,-4,-53,-1.0,10,-4,-13
Nc1ncnc2c1ncn2[C@@H]1O[C@H](CNCC(O)CO)[C@@H](O)[C@H]1O (some centres undefined),0.1,-4,-2,4,0,·,26,0.6,·,-2,-9
N#Cc1ccc(NC(=O)c2cccs2)nc1,0.6,-2,-8,-2,6,0,19,2.0,-1,-5,-17
CNC(=O)c1sc(=S)n(-c2ccc(OC)cc2)c1N,1.9,-1,-8,-3,3,-11,17,-1.2,3,-4,-8
CN(C)c1ccc(C2CNC(c3ccc(Cl)c([N+](=O)[O-])c3)c3[nH]c4ccccc4c32)cc1 (centres undefined),2.6,5,-13,?,8,-2,8,-2.2,-8,-4,-12
Cc1ccc(OCC(=O)NNC(=O)CCC(=O)NCc2ccccc2)cc1,2.7,12,-7,6,-3,-2,-28,-1.2,4,-8,-15
COc1ccc(Cn2nnnc2C(c2ccccc2Cl)N2CCN(C)CC2)cc1 (centres undefined),7.4,-1,5,-7,4,5,-23,1.4,·,-6,-18
Cc1nc(NC(=O)/C=C/c2ccccc2)sc1C(=O)N1CCCCC1,0.7,5,-6,-17,15,2,1,2.3,4,-1,6
COc1ccc(Cl)cc1S(=O)(=O)N1CCN(C(=O)c2ccco2)CC1,-0.8,1,-10,-1,-21,0,22,-6.3,6,-2,-14
COc1cc(C(O)c2nc3ccccc3s2)cc(OC)c1OC (centres undefined),-0.1,-1,-6,2,-3,0,3,0.1,4,1,-13
O=C(O)C1=C[C@@H](C2CCCCC2)C[C@@H](OCc2ccc(CO)cc2)O1,0.6,2,-20,-4,10,·,8,-0.2,-9,-3,-11

# Ordered by the number under SUMO Mot1 rescue (highest first): some entries from above.
Structure	LANA DNA inh	RTF Ca sens act	Cardiac RTF inh	dFosB activator	Rtt109 Vps75	NSD2 inh	CDK5 p35 inh	SUMO Mot1 rescue	Keap1-Nrf2 PPI	PvdQ acylase
CC(C)NC(=O)c1ccc(COc2ccc(C(C)(C)C)cc2)o1	-4.5	-4	-3	-2	-11	-1	0.5	71	2	12
O=C(Nc1nc2ccccc2s1)c1ccc(N2CCCCC2)c([N+](=O)[O-])c1	-1.8	-1	-10	9	0	3	-0.3	19	0	0
COc1ccc(NC(=O)CSc2nc(C3CC3)nc3ccccc23)cc1	0.5	-7	0	?	-10	-8	2.5	5	-5	-12
CC(C)CN1C=C2C(=O)C(C)(OC(=O)C3CCCC3)C(=O)C=C2C=C1c1ccsc1 (centres undefined)	1.1	-3	1	0	10	·	-0.8	3	-4	4
CCOC(=O)C(Cc1ccc(OC)c([N+](=O)[O-])c1)NC(=O)CCC(=O)Nc1ccc(OC)cc1 (centres undefined)	-2.3	·	·	-10	17	-5	1.3	0	-5	15
Cc1c(CCOC(=O)CC23CC4CC(CC(C)(C4)C2)C3)sc[n+]1CC(=O)c1ccccc1	-0.2	0	-15	6	26	2	2.0	-10	-1	-6

# Part of the list above in order of count of non-hydrogen atoms, lowest first.
SMILES,LANA DNA inh,RTF Ca sens act,Cardiac RTF inh,dFosB activator,Rtt109 Vps75,NSD2 inh,PfHsp90 yeast 2,CDK5 p35 inh,SUMO Mot1 rescue,Keap1-Nrf2 PPI,PvdQ acylase
CNC(=O)c1sc(=S)n(-c2ccc(OC)cc2)c1N,1.9,-1,-8,-3,3,-11,17,-1.2,3,-4,-8
COc1cc(C(O)c2nc3ccccc3s2)cc(OC)c1OC (centres undefined),-0.1,-1,-6,2,-3,0,3,0.1,4,1,-13
COc1ccc(Cn2nnnc2C(c2ccccc2Cl)N2CCN(C)CC2)cc1 (centres undefined),7.4,-1,5,-7,4,5,-23,1.4,·,-6,-18
